Assay outcomes as filed in PubChem.
KOR beta-arrestin-1 – KOR agonists, beta-arrestin recruitment, primary screen, cell-based, luminescence, uHTS (AID 1777); activation, % at 10 µM; hits with a dose series show EC50 in µM; 0.02% of 280,000 active; KOR beta-arrestin recruitment, luminescence; higher % means a stronger effect; in the data active = activation above about 50%, passing the limit was not always enough; note: a part of the inactive calls stands beside numbers as strong as those of hits
KOR beta-arrestin-2 – KOR antagonists, beta-arrestin recruitment, cell-based, luminescence, uHTS (AID 1778). KOR beta-arrestin recruitment, luminescence, antagonist mode; higher % means a stronger effect. inhibition, % at 10 µM; hits with a dose series show IC50 in µM. 0.091% of 290,000 active; note: strong numbers were not always called active
NOD1 NF-kB reporter – inhibition of NOD1-driven NF-kB reporter – cell-based, luminescence, uHTS, primary screen (AID 1578). NOD1-driven NF-kB luciferase reporter cells, luminescence; higher % means a stronger effect. inhibition, % at 4 µM, or EC50 in µM where a hit was titrated. 1% of 290,000 active; in the data active = inhibition mostly above about 36%, no sharp cut-off; inactive = mostly below about 34%;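 note: HEK-293T reporter cells stimulated with the NOD1 agonist gamma-tri-DAP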
GPR55 activation – selective activators of receptor GPR55 – imaging, U2OS cells, beta-arrestin-GFP redistribution, primary screen (AID 1961); activation, % at 10 µM, or EC50 in µM where a hit was titrated; U2OS GPR55 beta-arrestin-GFP redistribution imaging; higher % means a stronger effect; 0.048% of 290,000 active;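 active = activation above 40% with more than 50 cells counted in the well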;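 note: U2OS osteosarcoma cells stably expressing GPR55 and beta-arrestin-GFP; plate controls were DMSO negative control for no effect and LPI positive control for full effect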
NTR1 agonist – NTR1-driven beta-arrestin-GFP spot formation – imaging, U2OS cells, high content, primary screen (AID 493036); P30989; agonist mode; activation, % at 20 µM; 0.17% of 330,000 active;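 active = activation at or above 40% of the spot to cytoplasm intensity ratio, with at least 20 cells analyzed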;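 note: 0% = DMSO without peptide and 100% = 100 nM NTR1 peptide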
Target sequence (P30989 whole entry, looked up): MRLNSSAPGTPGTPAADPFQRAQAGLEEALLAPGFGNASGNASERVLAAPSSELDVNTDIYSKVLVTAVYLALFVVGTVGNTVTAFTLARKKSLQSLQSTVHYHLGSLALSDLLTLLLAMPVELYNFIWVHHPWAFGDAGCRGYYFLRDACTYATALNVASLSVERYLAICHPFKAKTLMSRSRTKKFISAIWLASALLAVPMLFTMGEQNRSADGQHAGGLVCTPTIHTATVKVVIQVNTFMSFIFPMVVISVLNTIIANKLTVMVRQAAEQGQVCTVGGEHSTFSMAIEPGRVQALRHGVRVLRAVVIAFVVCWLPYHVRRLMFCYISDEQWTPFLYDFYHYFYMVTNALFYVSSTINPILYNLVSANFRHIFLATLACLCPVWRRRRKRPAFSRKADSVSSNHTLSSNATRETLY
CSM14.1 death rescue – rescue of cells from ER stress-induced death, primary screen, 384-well, CSM14.1, thapsigargin, ATP luminescence (AID 1222). cellular ATP content (survival), % at 20 µM, or EC50 in µM where a hit was titrated. 190,000 tested, under 10 active. CSM14.1 thapsigargin-induced death rescue, ATP luminescence; higher % means a stronger effect;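 active = EC50 below 50 µM in the dose-response confirmation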;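 note: death triggered by thapsigargin at about 15 µM added after 2 h compound pretreatment; cell ATP read after overnight thapsigargin exposure of roughly 18 to 22 hours; normalized against plate controls of thapsigargin alone and 5% DMSO vehicle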
HEK293 NOD2/NF-kB – inhibition of NOD2-driven NF-kB reporter – cell-based, luminescence, uHTS, HEK293 (AID 1566); HEK293 NOD2/NF-kB luciferase reporter, luminescence; higher % means a stronger effect; inhibition, % at 4 µM; hits with a dose series show EC50 in µM; 0.63% of 290,000 active; note: many of its hits are not listed in these tables
Yfh1-off respiration – enhancers of respiration in Yfh1-depleted yeast, dose response, Friedreich's ataxia, plus single-dose screen (AID 1465). fold induction at 50 µM; hits with a dose series show EC50 in µM. S. cerevisiae Yfh1-off respiration, WST-1 reduction, 72 h; higher fold induction means a stronger effect. 0.074% of 220,000 active;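 active = fold induction of absorbance versus untreated yeast above a set limit, then at least 30% activation at any dose in follow-up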;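 note: activators that raise dye reduction in frataxin-depleted yeast; strong numbers were not always called active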
TNAP activators – stimulation of alkaline phosphatase TNAP activity – biochemical, luminescent, no phosphate acceptor, uHTS, primary screen (AID 1001). purified TNAP, luminescent activation assay, no phosphate acceptor; higher activation fold means a stronger effect. activation fold at 20 µM, or EC50 in µM where a hit was titrated. 0.03% of 200,000 active; in the data active = activation fold from about 3, or a potency from the dose series; inactive = the rest, 99 in 100 with activation fold below about 1.6; note: many of its hits are not listed in these tables
NTR1 agonist cell count 20 µM – second read-out of NTR1 agonist, no call of its own (marks repeat the call); cell count; measured here: cell count, cytotoxicity flag
* marks the source's active call; other numbers are inactive results; i = inactive; . = not tested or not shown; [ ] = remark or other dose. Cut-off read from the data, not from the text of the source, unless noted: active = inhibition above about 50%; inactive = the rest. These rows are one share of the data (hit frequency here may not be typical).

SMILES	KOR beta-arrestin-1	KOR beta-arrestin-2	NOD1 NF-kB reporter	GPR55 activation	NTR1 agonist	NTR1 agonist cell count 20 µM	CSM14.1 death rescue	HEK293 NOD2/NF-kB	Yfh1-off respiration	TNAP activators
COc1cccc(C(=O)N/N=C/c2ccc(Oc3ccc([N+](=O)[O-])cn3)c(OC)c2)c1	-4.0%	-20.7%	-2.1%	-0.2%	0.8	75	-1.5%	18.3%	i	1
COc1ccc(CNS(=O)(=O)c2ccc3c(c2)CCN3C(=O)C2CCC2)cc1	-3.2%	-0.1%	13.7%	-0.2%	3.0	60	.	29.9%	.	.
C=CCN1CC2CC3(COc4cc(C)cc(C)c4)C=CC2(O3)C1=O (configuration not stated)	4.9%	6.6%	3.8%	0.9%	1.0	46	-1.2%	-6.7%	i	1.1
Cc1cc(/C([O-])=C(/C(=S)Nc2ccccc2)[n+]2ccccc2)c(C)n1-c1ccccc1	-2.9%	-6.8%	9.6%	0.6%	-0.5	86	-0.8%	-3.0%	i	0.9
O=C(O)c1ccc(CSCc2ccccc2F)o1	-1.8%	31.3%	-19.9%	-0.1%	0.2	48	-1.0%	0.5%	i	1.1
COc1ccc(-c2nnc(SCc3ncc(-c4ccccc4)o3)o2)cc1	1.5%	-3.6%	15.8%	0.2%	7.1	80	0.7%	29.0%	i	1.1
CCCCCOC(=O)Cn1c(SCC(=O)Nc2ccccc2)nc2c1c(=O)[nH]c(=O)n2C	-3.1%	18.7%	-2.5%	-0.2%	-1.0	40	0.8%	-0.4%	i	1
C/C(N)=C(/C#N)C(=O)COC(=O)C1=NN(c2ccccc2)C(=O)CC1	-5.2%	-1.5%	-2.5%	0.0%	1.1	87	.	5.2%	.	.
COC(=O)c1cc(C(=O)CSc2nc(C)cc(C)n2)ccc1O	0.4%	-17.8%	-8.9%	-0.1%	0.0	35	-0.2%	7.8%	i	1.1
CCC1Oc2ccccc2N(CC(=O)NCCCN2CCN(Cc3ccccc3)CC2)C1=O (configuration not stated)	-2.4%	21.3%	-22.0%	-0.1%	-0.8	64	-1.4%	-7.8%	i	1.1
CCCCn1c(SCC(=O)NCc2ccco2)nc2ccc(N3CCOCC3)cc2c1=O	0.0%	35.7%	-16.1%	-0.1%	-2.5	83	-2.0%	25.3%	i	1.1
CC(C)(C)c1[nH]nc2c1C(c1ccsc1)C(C#N)=C(N)O2 (configuration not stated)	.	-34.5%[20 µM]	59.2%*	-0.1%	-1.0	100	2.9%	-5.2%	i	1
COc1ccc(S(=O)(=O)N(C)C)cc1NC(=O)CCNC(=O)c1ccccc1OC	-3.5%	2.6%	5.0%	-0.1%	-1.0	88	.	23.0%	.	.
CCCS(=O)(=O)c1c(S(=O)(=O)CCC)c2cc(CC)ccn2c1C(=O)OC	-2.5%	13.5%	-5.2%	-0.1%	-0.5	73	-0.5%	15.8%	i	1.1
CCCc1nc(SCC(=O)Nc2ccccc2)c2c(=O)n(C)c(=O)n(C)c2n1	32.6%	-59.2%	14.9%	-0.3%	3.2	78	-1.9%	6.2%	i	1
Cc1cc(C)cc(OCc2nnc(N)s2)c1	2.4%	1.2%	-13.5%	0.3%	1.1	55	.	3.0%	i	.
CCOC(=O)c1[nH]ncc1CN1CCCC(C(=O)c2cc(Cl)ccc2OC)C1 (configuration not stated)	-5.3%	-1.5%	16.4%	0.2%	0.4	63	-2.6%	-9.7%	i	1.2
Cc1cc(NC(=O)CSc2nc3ccc(Cl)cc3[nH]2)no1	1.6%	14.2%	-10.5%	-0.1%	-2.5	82	0.0%	13.2%	i	1.1
CSCCC(NC(=O)COc1ccccc1)C(=O)NCC1COc2ccccc2O1 (configuration not stated)	5.9%	-14.9%	-22.7%	-0.1%	-0.1	57	.	-0.7%	.	.
O=C(NCC(=O)N1CCCCCC1)c1ccc(Cl)cc1	1.5%	-7.1%	-5.7%	-0.1%	-0.6	68	.	-18.4%	.	.
O=C(CCN1C(=O)/C(=C/c2ccc(Cl)cc2)SC1=S)NCCCn1ccnc1	-3.2%	-7.3%	-20.2%	-0.1%	-0.3	60	.	4.6%	.	.
COc1ccccc1-n1nnnc1SCC(=O)N1CCCC1=O	9.4%	-22.0%	-11.4%	-0.1%	-0.1	44	.	0.8%	.	.
Oc1cccc2ccc(/C=C/c3cccs3)nc12	7.9%	-13.7%	-7.6%	-0.1%	10.7	66	1.8%	-57.2%	i	1.1
CCN(CC)C(=O)CSc1nc2cc3c(cc2c(=O)n1Cc1ccco1)OCO3	2.0%	-4.0%	-4.7%	-0.2%	-0.9	52	-0.8%	4.5%	i	1.1
COc1ccc(NC(=O)C(=O)Nc2cccc3cccnc23)c(OC)c1	-2.4%	5.8%[20 µM]	-12.7%	-0.2%	2.6	60	.	42.6%	.	.

Structures listed so far marked active in NOD1 NF-kB reporter:
SMILES | KOR beta-arrestin-1 | KOR beta-arrestin-2 | NOD1 NF-kB reporter | GPR55 activation | HEK293 NOD2/NF-kB | TNAP activators
CC(C)(C)c1[nH]nc2c1C(c1ccsc1)C(C#N)=C(N)O2 (configuration not stated) | . | -34.5%[20 µM] | 59.2%* | -0.1% | -5.2% | 1

The list goes on:
SMILES	KOR beta-arrestin-1	KOR beta-arrestin-2	NOD1 NF-kB reporter	GPR55 activation	NTR1 agonist	NTR1 agonist cell count 20 µM	CSM14.1 death rescue	HEK293 NOD2/NF-kB	Yfh1-off respiration	TNAP activators
CC(C)(C)N(Cc1ccccc1)C(=O)CN1C(=O)c2ccccc2C1=O	8.1%	-11.5%	0.5%	0.5%	1.5	86	.	4.7%	.	.
CCN1C(=O)C(CC(=O)Nc2ccccc2)S/C1=N\c1ccccn1 (configuration not stated)	-1.7%	3.9%	-19.1%	0.4%	-1.2	29	.	10.0%	i	1.1
CCNC(=S)N(CCc1c(C)[nH]c2ccccc12)Cc1cc(OC)c(OC)c(OC)c1	-1.9%	-26.2%	-2.9%	-0.3%	-5.2	61	-4.6%	15.2%	.	1.1
CCN(CC(=O)Nc1cccc(OC)c1)C(=O)c1ccco1	-0.4%	14.7%	12.2%	-0.1%	-0.8	76	.	-6.8%	.	.
COc1ccccc1-c1n[nH]c(=S)n1N	-1.2%	-22.3%	-16.3%	0.5%	-1.0	61	-0.7%	15.3%	i	1.1
Cc1cc(C)nc(/N=C(/NC(=O)Nc2ccc(Cl)c(Cl)c2)Nc2ccccc2)n1	0.5%	-5.9%	-36.8%	-0.2%	1.7	75	-2.6%	7.1%	i	1.1
CC(=O)Nc1ccc2c(c1)nc(CCN1CCN(c3ccccn3)CC1)n2C	-1.0%	13.6%	-5.6%	0.4%	1.1	88	.	14.5%	.	.
COCc1cc(C)nc(SCc2nc3ccccc3c(=O)[nH]2)c1C#N	-0.4%	-5.0%	-26.2%	0.2%	0.5	39	8.8%	-10.4%	i	1.1
CCN(CC)C(=O)CSc1nc2cc3c(cc2c(=O)n1CCCCCC(=O)NCc1ccc(OC)cc1)OCO3	24.8%	27.5%	-13.7%	-0.5%	1.4	69	2.5%	13.4%	i	1.1
O=C(CSc1nnc(-c2ccco2)n1-c1ccccc1)N1CCOCC1	-1.4%	-16.6%	-4.4%	-0.1%	0.0	63	-1.9%	6.5%	i	1.1
CCN(CC)c1nc(N2CCOCC2)c(C#N)c2c1CN(C)CC2	10.8%	0.5%	10.9%	-0.2%	-2.0	58	-0.8%	11.4%	i	1
CC(Sc1ccc2c(c1)OCCO2)C(=O)Nc1ccc(N2CCOCC2)cc1 (configuration not stated)	2.7%	-26.0%	5.6%	-0.4%	-0.1	33	-2.6%	0.9%	i	1
COc1ccc(CN2CCN(C(=O)c3ccco3)CC2)cc1OCc1ccccc1	-0.2%	17.6%	-16.7%	-0.1%	-0.6	32	-1.4%	3.7%	i	1.2
COC(=O)c1ccc(NC(=O)CSc2nnc(CNc3ccc(OC)cc3)n2C)cc1	-1.2%	-4.3%	-26.2%	0.1%	-0.5	30	-0.7%	1.5%	i	0.9
CCOc1ccc(C(=O)N(C)C2CCS(=O)(=O)C2)cc1 (configuration not stated)	-4.0%	20.3%	-16.6%	-0.1%	-0.8	80	.	-2.0%	i	1.2
O=C(O)CC[C@@H](C(=O)O)N1C(=O)c2ccccc2C1=O	-4.0%	36.0%	-3.4%	0.4%	2.0	51	.	15.9%	i	.
COCc1nnc(NC(=O)c2cccc(NC(=O)c3ccccc3)c2)s1	5.6%	-30.7%	-28.8%	-0.1%	0.7	56	.	12.4%	.	.
CCOC(=O)N1CCN(C(=O)CN(c2cc(Cl)ccc2OC)S(=O)(=O)c2ccccc2)CC1	-5.2%	-42.8%	0.0%	0.2%	-2.4	84	-0.1%	3.1%	i	1.1
O=C(COc1ccc(S(=O)(=O)Nc2ccccc2)cc1)NCc1ccccn1	-1.8%	-5.0%	-15.1%	-0.1%	1.0	66	.	3.2%	.	.
Cc1ccc2c(C)nc(N/C(N)=N/S(=O)(=O)c3ccccc3)nc2c1	6.5%	-22.3%	2.8%	0.3%	0.4	53	.	21.4%	.	.
O=C(O)c1sccc1SCc1ccc(Cl)c(Cl)c1	5.2%	-28.0%	-2.9%	-0.3%	4.4	103	3.4%	-22.0%	i	1.1
COc1ccccc1/C=C/C=N/n1c(-c2ccc(F)cc2)n[nH]c1=S	4.7%	-39.3%	-8.4%	0.7%	8.4	55	.	9.4%	i	.
CC1Cc2ccccc2N1S(=O)(=O)c1c(N)n(C)c(=O)n(C)c1=O (configuration not stated)	-4.2%	-21.5%	-44.7%	0.9%	0.8	64	-0.4%	13.6%	i	1.1
Cc1cc(NC(=O)CSc2nnc(-c3ccco3)o2)no1	-2.5%	14.7%	-7.6%	-0.4%	-1.1	52	-0.5%	-4.1%	i	1
CCC(C(=O)Nc1ccccc1)c1ccccc1 (configuration not stated)	0.1%	-24.2%	-10.4%	0.3%	-0.9	75	-4.0%	-4.0%	i	1.1
CCOc1ccc(NC(=O)C(CC(=O)O)Cc2ccccc2)cc1 (configuration not stated)	-2.2%	-23.6%[20 µM]	-20.1%	0.5%	0.7	49	1.0%	0.1%	i	1.1
Cc1ccc(C)c(N(CC(=O)NC2CCCCC2)C(=O)CNC(=O)c2ccco2)c1	-2.0%	-25.6%	2.7%	-0.2%	-0.9	37	.	-6.3%	.	.
CC(C(N)=O)N1c2cccc3cccc(c23)S1(=O)=O (configuration not stated)	0.5%	-7.8%	-35.0%	-0.2%	2.1	57	-0.2%	22.0%	i	1.1
CC(C)Cc1nnc(NC(=O)CSc2nc(O)c(Cc3ccccc3)c(=O)[nH]2)s1	-5.0%	-2.3%	-26.1%	-0.3%	0.2	45	-2.5%	18.0%	i	1.1
